Screens from PubChem.
Hsp90 block = displaces geldanamycin probe from tumor Hsp90. P07900. NCI-N417 lysate Hsp90, Cy3B-geldanamycin FP displacement. 0.35% of 64,000 active. inhibition, % at 30 µM;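 active means inhibition above 50%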;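 further: 0% = tracer plus lysate wells and 100% = tracer alone without lysate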
Cdc25B block = human M-phase inducer phosphatase 2 inhibition; inhibition, %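 (compounds tested at 10 µM final in the well)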; recombinant Cdc25B, OMFP fluorescence Ex485/Em525; 0.1% of 65,000 active; P30305; in the data active means inhibition above about 50%
DUSP1 inh = inhibitors of human MKP-1 phosphatase; 0.15% of 65,000 active; recombinant MKP-1, OMFP hydrolysis fluorescence; AID 374; inhibition, %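 (compounds tested at a single concentration somewhere between 10 and 100 µM)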;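 active means inhibition above about 50%, limit read from the data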;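 further: 0% = DMSO max control wells and 100% = wells with enzyme stopped by NaOH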
D1 mod = D1 dopamine receptor (human) allosteric modulation. P21728. HEK293 D1, CRE-luciferase, dopamine EC30 potentiation; actives deviate in either direction. B-score at 10 µM. 5.9% of 58,000 active;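 active means luminescence count or its row- and column-corrected plate score outside the 99.7% band of the plate's sample wells, on either side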
SF1 activator = activators of human nuclear receptor SF-1. Q13285. 1.9% of 65,000 active. activation, % at 10 µM. CHO-K1 Gal4-SF-1 LBD luciferase reporter; % increase over DMSO SF-1-specific signal;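 active means activation above the mean activation of all tested compounds plus 3 SD, cut at about 50% in these data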
Target sequence (Q13285 whole entry, looked up, the tested form may be a part): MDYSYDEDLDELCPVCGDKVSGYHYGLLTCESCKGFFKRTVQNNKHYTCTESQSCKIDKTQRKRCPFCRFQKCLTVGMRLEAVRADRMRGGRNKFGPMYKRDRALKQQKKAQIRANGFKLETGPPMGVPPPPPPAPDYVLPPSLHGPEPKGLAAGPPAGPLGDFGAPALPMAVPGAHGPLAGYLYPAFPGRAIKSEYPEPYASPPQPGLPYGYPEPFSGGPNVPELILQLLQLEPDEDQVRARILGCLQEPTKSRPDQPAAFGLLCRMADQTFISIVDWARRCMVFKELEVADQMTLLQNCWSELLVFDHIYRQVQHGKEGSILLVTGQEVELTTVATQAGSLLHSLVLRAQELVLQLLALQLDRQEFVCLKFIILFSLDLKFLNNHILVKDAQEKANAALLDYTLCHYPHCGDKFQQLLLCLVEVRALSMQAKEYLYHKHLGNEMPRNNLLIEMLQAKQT
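material = CHO-K1 cells with Gal4–hSF-1 LBD chimera plus Gal4-driven luciferase | compound = 10 µM single point, 1% DMSO | incubation = 20 h compound exposure at 37 °C after 1 h cell settling | measured by = SteadyLite luciferase luminescence | evaluation = percent activation relative to DMSO median and mock-transfected background | control set = DMSO negative control and −SF1 background wells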
Her2 expr inh = Her2 kinase expression inhibition | SKBR-3 HER2 protein level, AlphaScreen, 18-24 h; stronger effect = lower value | P04626 | HER2 level % of control, % at 10 µM | 0.69% of 65,000 active | AID 645;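 active means HER2 level under 5% of the carrier-only control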;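 further: 100% = DMSO carrier and 0% = 500 nM PU-H71 HSP90 inhibitor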
RORa activator = activators of human nuclear receptor RORA; P35398; activation, % at 10 µM; CHO-K1 Gal4-RORA LBD luciferase reporter, luminescence; percent increase over mock-subtracted basal signal; 1.5% of 65,000 active; AID 560;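 active means activation above the mean of all tested compounds plus 3 SD, cut at about 49% in these data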;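 further: 0% = DMSO-treated RORA cells and 100% = added signal equal to DMSO minus mock-transfected cells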
Target sequence (P35398 whole entry, looked up, the tested form may be a part): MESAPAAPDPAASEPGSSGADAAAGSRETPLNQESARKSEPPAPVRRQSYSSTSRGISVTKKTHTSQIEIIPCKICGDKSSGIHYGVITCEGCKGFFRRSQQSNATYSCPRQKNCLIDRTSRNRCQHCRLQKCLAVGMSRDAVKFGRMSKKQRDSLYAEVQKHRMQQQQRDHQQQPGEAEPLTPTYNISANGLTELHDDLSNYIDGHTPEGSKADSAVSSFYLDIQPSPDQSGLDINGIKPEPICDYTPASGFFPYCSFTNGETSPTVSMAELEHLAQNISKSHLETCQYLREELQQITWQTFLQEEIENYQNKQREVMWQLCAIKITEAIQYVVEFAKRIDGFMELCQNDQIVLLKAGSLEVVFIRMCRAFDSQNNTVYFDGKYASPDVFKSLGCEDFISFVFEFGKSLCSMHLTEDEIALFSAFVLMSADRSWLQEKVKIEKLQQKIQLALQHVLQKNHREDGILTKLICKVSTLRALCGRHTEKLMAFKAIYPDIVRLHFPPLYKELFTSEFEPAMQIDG
TNAP act mid DEA = activators of human TNAP at intermediate phosphate acceptor. 64,000 tested, under 10 active. purified TNAP, CDP-star luminescence, 100 mM DEA, 30 min; stronger effect = higher value; scale: 0 levamisole-inhibited, 1 vehicle-only enzyme. activation factor at 20 µM. P05186;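 active means activation factor of at least 2 at 20 µM, relative to controls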
FXIIa mix inh = inhibitors of human coagulation factor XIIa, pooled mixtures. inhibition, % at 5 µM. AID 684. P00748. 0.2% of 62,000 active. purified FXIIa, fluorogenic substrate; in the data active means inhibition above about 20%, passing the limit was not always enough;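 further: 0% = enzyme without compound and 100% = no enzyme blank; some results filed as inactive read as strong as hits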
Numbers without * were called inactive; . = not tested or not shown; & = joins results of further samples.

SMILES	Hsp90 block	Cdc25B block	DUSP1 inh	D1 mod	SF1 activator	Her2 expr inh	RORa activator	TNAP act mid DEA	FXIIa mix inh
O=C(CN1CCN(Cc2cccc(Cl)c2)C1=O)N1CCC2(CC1)OCCO2	-1	5	9	0.19	4	97	10	0.9	7
O=C(O)C12C3CCCC1C32c1ccccc1 (stereo not given)	-1	-15	4	-0.012	-25	83	-1	1	4
FC(F)(F)C1=NC(C(F)(F)F)=NP(N2CCOCC2)(N2CCOCC2)=N1	-1	-1	5	0.24	-8	80	10	0.9	37
CCOc1ccccc1N=C1SCCCN1C	-2	-9	15	.	0	82	8	0.9	-19
O=C1CC(N2CCC(n3c(=O)[nH]c4ccccc43)CC2)C(=O)N1Cc1ccccc1 (stereo not given)	-3	-1	6	-0.45	4	74	-2	0.9	3
CCCCc1nc2ccccc2c(=O)n1-c1ccc(O)cc1	1	-13	-1	3.7*	1	105	-3	0.9	2
OC(Cc1ccccc1)(c1ccccc1)C1CN2CCC1CC2 (stereo not given)	2	-2	-32	-0.32	-6	125	9	0.9	10
COc1ccc(CNCC(=O)N2CCC3(CC2)OCCO3)cc1	-1	-1	-3	0.6	0	96	-24	0.8	8
COc1cc(OC)cc(-n2nc(C(=O)N3CCC4(CC3)OCCO4)c3ccccc3c2=O)c1	0	-2	0	-0.019	8	98	-4	0.9	10
O=C(Cc1ccc(Br)cc1)N1CCN(Cc2ccccc2)CC1	.	-2	13	0.63	9	67	-10	1	1
CN1CCC(OC(=O)C2c3ccccc3Oc3ccccc32)CC1	-8	-29	-17	-1.4	-3	151	-11	0.9	3
O=P1(NC2CCCC2)COc2ccccc2OC1	3	-1	-11	1	0	113	-10	0.9	4
O=C(Cn1ncc2c3ccccc3n(Cc3ccccc3F)c2c1=O)N1CCC2(CC1)OCCO2	-1	-15	29	1.9	0	108	3	1	6
CC1(C)CN=C(NCc2ccccc2Cl)S1	4	-9	-12	.	5	106	-11	1	-15
CC(C)C[C@H](NC(=O)[C@@H]1CCCN1C(=O)[C@@H](N)Cc1ccc(O)cc1)C(=O)NCC(N)=O	-3	-14	-11	0.0044	-16	83	-7	0.8	5
C[C@H]1CCCC(=O)CCC/C=C/c2cc(O)cc(O)c2C(=O)O1	87*	-15	1	0.98	-8	.	4	0.8	3
COc1cccc(N2CCN(Cc3ccc(Cl)cc3)CC2)c1	-3	1	-2	-0.5	-2	100	13	0.9	2
O=c1[nH]c(=O)n(C2CCCCCC2)c(O)c1C=NCC1CCCO1 (stereo not given)	-4	1	19	2.9	-2	89	-16	1	-1
CCCCn1c(=O)c(C(=O)NCc2ccncc2)c(O)c2ccccc21	-15	0	2	1.4	7	41	-22	0.9	3
O=C(c1ccc(CS(=O)(=O)c2ccccc2)o1)N1CCC2(CC1)OCCO2	-4	-10	10	-0.15	6	106	-3	0.9	5
N=c1c2c(n(Cc3ccc(Cl)cc3Cl)c3c1CCC3)CCCC2	2	-27	-7	-2.5	12	47	1	1.1	4
O=C1NC(=O)C(C/C=C/c2ccccc2)C(=O)N1	5	-21	-28	0.42	4	118	4	1	.
CCC(C)(C)n1nnnc1C(c1cccs1)N1CC=C(c2ccc(F)cc2)CC1 (stereo not given)	-3	0	10	-0.47	-16	84	-6	0.9	-14
CN1C(=O)N(C)C(=O)C2(Cc3c(nc4ccccn4c3=O)N3CCC(Cc4ccccc4)CC32)C1=O (stereo not given)	-1	0	35	0.37	-14	108	2	0.9	5
CCn1c(O)c(C(=O)CC2NCCc3ccccc32)c(=O)n(CC)c1=S (stereo not given)	-8	-6	-15	.	-8	-17*	-29	0.9	.
O=c1[nH]c(=O)n(-c2cccc(Cl)c2)c(O)c1/C=N/c1ccccn1	0	11	3	0.97	-1	97	-5	0.9	-2
Cc1ccc2c(c1)C1CN(C)CCC1N2C(=O)Cc1cccs1 (stereo not given)	-1	-1	1	-0.1	-13	105	-8	0.9	10
COc1cccc(-c2cc(C(F)(F)F)n3nc(C(=O)N4CCC5(CC4)OCCO5)cc3n2)c1	-3	-11	16	2.4*	2	82	18	0.9	8
CC(=NCc1cccnc1)c1c(O)n(-c2ccc(C)cc2)c(=O)[nH]c1=O	-4	3	4	-0.26	-3	71	-12	0.9	7
CC1(C)C2CC=C(CN3CCOCC3)C1C2 (stereo not given)	1	-8	-2	-1.5	3	101	-15	0.8	-4
CCOC(=O)c1c(C)n(Cc2ccccc2)c2ccc(OCC(O)Cn3nc(C)nc3C)cc12 (stereo not given)	-2	-14	19	4.5*	25	78	-3	1	12
O=c1cccc2n1CC1CC2CN(c2ncnc3c2cnn3-c2ccccc2)C1 (stereo not given)	.	-13	3	-0.19	11	.	6	0.9	3
CCOC(=O)c1c(N)n(Cc2ccco2)c2nc3ccccc3nc12	30	0	11	0.6	-7	87	0	1	-3
O=C(Cn1ncc2ccccc21)N1CCC2(CC1)OCCO2	-5	-1	0	0.84	-9	100	2	1	0
Cc1nnc(SCc2nc3ccccc3c(=O)n2-c2ccccc2Cl)n1N	-13	-5	0	-0.83	-5	93	0	1	-16
O=C1C2CCCN2C(c2cccs2)N1c1ccccn1 (stereo not given)	-4	10	5	-1.4	-14	77	9	1	8
Cc1c(C(=O)N2CCC3(CC2)OCCO3)oc2ccccc12	-6	-2	-8	-0.7	0	125	-5	0.9	5
COC(=O)c1ccc(CN2CCN(Cc3ccccc3)CC2)cc1	-3	-14	-2	0.55	-1	123	-1	0.8	7
Cn1c(O)c(C=Nc2ccc3c(c2)CCC3)c(=O)n(C)c1=O	0	-1	-9	0.43	48	99	20	0.9	-1
Cc1cccc(C2=NCC(=O)N(CC(=O)NCc3ccco3)c3sc4c(c32)CCCC4)c1	-2	1	25	-2.4	-22	18	-5	0.9	0

Random excerpt: three entries already listed
SMILES	Hsp90 block	Cdc25B block	DUSP1 inh	D1 mod	SF1 activator	Her2 expr inh	RORa activator	TNAP act mid DEA	FXIIa mix inh
CCOC(=O)c1c(N)n(Cc2ccco2)c2nc3ccccc3nc12	30	0	11	0.6	-7	87	0	1	-3
O=c1cccc2n1CC1CC2CN(c2ncnc3c2cnn3-c2ccccc2)C1 (stereo not given)	.	-13	3	-0.19	11	.	6	0.9	3
Cc1c(C(=O)N2CCC3(CC2)OCCO3)oc2ccccc12	-6	-2	-8	-0.7	0	125	-5	0.9	5

Carrying on:
SMILES	Hsp90 block	Cdc25B block	DUSP1 inh	D1 mod	SF1 activator	Her2 expr inh	RORa activator	TNAP act mid DEA	FXIIa mix inh
CCOC(=O)c1c(C)n(COCCO)c2ccc(O)cc12	3	-1	17	0.027	-1	77	10	0.9	14
O=C1NC(=O)N(C2CCCCC2)C(=O)C1C1c2ccccc2C(=O)N1Cc1ccccc1 (stereo not given)	0	-8	-10	0.29	-20	144	-8	1	-22
C=CCn1c(O)c(C(C)=NCc2cc(OC)cc(OC)c2)c(=O)[nH]c1=O	1	7	15	3.2*	-9	72	-8	0.9	-1
O=C(Cc1ccccc1)N1CCN(Cc2c[nH]c3ccccc23)CC1	-4	-3	-22	0.039	-1	84	-25	0.9	6
CC(C)n1nnnc1CN1CCN(C)CC1	-1	-3	-18	-0.3	11	105	-26	0.9	2
O=C(c1cc2c(s1)CCCC2)N1CCC2(CC1)OCCO2	-13	-16	-3	-0.11	16	95	15	0.9	2
O=C(CCS(=O)(=O)c1ccc(Br)cc1)N1CCC2(CC1)OCCO2	6	4	-1	0.24	15	98	-16	0.9	-20
CC(C)CC(NC(=O)C1CCCCC1)C(=O)N1CCC2(CC1)OCCO2 (stereo not given)	-5	0	1	0.47	-1	93	4	1.1	4
Cc1cc(OCC(=O)Nc2cc(C)nn2-c2ccccn2)c2c3c(c(=O)oc2c1)CCC3	-4	7	-5	0.54	13	134	13	1	-3
CC(C)N1CCC2(CC1)NC(CO)(CO)CO2	0	-9	14	-0.55	-15	98	20	0.9	0
CN(C)CCN=Cc1c(O)n(C2CCCCCC2)c(=O)[nH]c1=O	0	0	-10	-0.0047	2	133	-2	0.9	2
COC1=CC(=O)OC(/C=C/c2ccccc2)C1 (stereo not given)	1	-1	-4	-1.8	23	98	10	0.9	11
Cc1ccccc1-n1c(O)c(C=Nc2ccc3c(c2)OCO3)c(=O)[nH]c1=O	8	-12	14	-0.076	-12	109	-3	1	3
CCC(=NCc1ccco1)c1c(O)n(-c2ccccc2)c(=O)[nH]c1=O	-3	2	12	2.9	10	86	-16	1	-15
COc1ccc(P2(=O)Nc3ccccc3N2)cc1	-7	20	21	.	-6	89	-20	0.8	6
O=P(/C(=N/O)N1CCOCC1)(N1CCOCC1)N1CCOCC1	4	-2	-6	-0.13	2	97	17	0.9	9
Cc1cccc(C)c1NC1=NCCCS1	-1&-1	25	21	-0.66	2	-9.3*	-6	0.9	3
CCCC(C)C1C(C#N)=C(N)Oc2c1c(=O)oc1ccccc21 (stereo not given)	-3	-7	3	0.03	2	75	9	0.9	-3
CC(=NCC1CCCO1)c1c(O)n(-c2ccc(Cl)cc2)c(=O)[nH]c1=O (stereo not given)	2	-5	-8	-0.24	-11	127	-6	0.9	-20
CN(C)C1(c2nnnn2CCOC(=O)Nc2ccc(Cl)cc2)CCCCC1	-3	-9	3	-0.011	9	60	23	1	1

2 successive entries already listed, for reference:
SMILES	Hsp90 block	Cdc25B block	DUSP1 inh	D1 mod	SF1 activator	Her2 expr inh	RORa activator	TNAP act mid DEA	FXIIa mix inh
CC(C)n1nnnc1CN1CCN(C)CC1	-1	-3	-18	-0.3	11	105	-26	0.9	2
O=C(c1cc2c(s1)CCCC2)N1CCC2(CC1)OCCO2	-13	-16	-3	-0.11	16	95	15	0.9	2

More structures.
SMILES	Hsp90 block	Cdc25B block	DUSP1 inh	D1 mod	SF1 activator	Her2 expr inh	RORa activator	TNAP act mid DEA	FXIIa mix inh
CN1CCN(CCC(C#N)(c2ccccc2)c2ccccc2)CC1	.	-10	-5	.	-14	76	-18	1	6
Cn1c(C(=O)O)c(CC(=O)N2CCN(Cc3ccccc3)CC2)c2ccccc21	0	-6	-11	-0.37	-6	95	-9	0.9	6
CCCSP1(=S)NCCCO1 (stereo not given)	-3	-26	-14	.	-9	125	-17	0.9	.
CCN(c1ccc(C(O)(C(=O)OC)C(F)(F)F)cc1)S(=O)(=O)c1ccccc1 (stereo not given)	-4	-18	7	.	-16	83	-11	0.9	9
OC1(c2ccccc2F)CC2CCC(C1)N2CCN1CCOCC1 (stereo not given)	-4	-6	-5	0.0043	-2	123	12	0.9	9
O=C(Cc1ccccc1)N1CCN(C2CCCC2)CC1	-4	2	-6	-0.16	0	120	-4	1	1
O=C(CN1CCN(Cc2ccc(Cl)cc2)C1=O)N1CCC2(CC1)OCCO2	2	2	13	-0.22	1	98	-11	0.9	-10
Cc1cccc(-n2c(O)c(C=NCCCN3CCOCC3)c(=O)[nH]c2=O)c1C	-2	-2	0	1.1	-3	152	3	0.9	2
COc1ccc(C(CC(=O)N2CCC3(CC2)OCCO3)NS(=O)(=O)c2ccc(C)cc2)cc1 (stereo not given)	-1	-16	0	0.33	13	95	13	0.9	4

Gathered by group, the entries above containing a cyano group
SMILES	Hsp90 block	Cdc25B block	DUSP1 inh	D1 mod	SF1 activator	Her2 expr inh	RORa activator	TNAP act mid DEA	FXIIa mix inh
CCCC(C)C1C(C#N)=C(N)Oc2c1c(=O)oc1ccccc21 (stereo not given)	-3	-7	3	0.03	2	75	9	0.9	-3
CN1CCN(CCC(C#N)(c2ccccc2)c2ccccc2)CC1	.	-10	-5	.	-14	76	-18	1	6

The list is partial (hit frequency here may not be typical).
